# Screening results: PubChem BioAssay, National Center for Advancing Translational Sciences (NCATS)
# N370S GC mod – inhibits or activates N370S mutant glucocerebrosidase; P04062; N370S GC spleen homogenate, 4MU-glucoside fluorescence; Potency, µM (series often up to 59.4 µM), inactives show at the highest dose activity change, negative = inhibition, actives largely listed as inhibitors; actives 0.092% (n = 330,000);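 note: 0% = full enzyme activity and -100% = no enzyme basal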
# TDP1 block – TDP1 (human) enzyme inhibition. actives 0.28% (n = 350,000). Q9NUW8. recombinant TDP1, AlphaScreen DNA substrate cleavage. Potency, µM (titrated, usually from 130 µM), for the others: at the top dose activity change, negative = inhibition, usual class: inhibitors; note: nearly all actives have a fitted effect of over 40% in size
# Target sequence (Q9NUW8 whole entry, looked up): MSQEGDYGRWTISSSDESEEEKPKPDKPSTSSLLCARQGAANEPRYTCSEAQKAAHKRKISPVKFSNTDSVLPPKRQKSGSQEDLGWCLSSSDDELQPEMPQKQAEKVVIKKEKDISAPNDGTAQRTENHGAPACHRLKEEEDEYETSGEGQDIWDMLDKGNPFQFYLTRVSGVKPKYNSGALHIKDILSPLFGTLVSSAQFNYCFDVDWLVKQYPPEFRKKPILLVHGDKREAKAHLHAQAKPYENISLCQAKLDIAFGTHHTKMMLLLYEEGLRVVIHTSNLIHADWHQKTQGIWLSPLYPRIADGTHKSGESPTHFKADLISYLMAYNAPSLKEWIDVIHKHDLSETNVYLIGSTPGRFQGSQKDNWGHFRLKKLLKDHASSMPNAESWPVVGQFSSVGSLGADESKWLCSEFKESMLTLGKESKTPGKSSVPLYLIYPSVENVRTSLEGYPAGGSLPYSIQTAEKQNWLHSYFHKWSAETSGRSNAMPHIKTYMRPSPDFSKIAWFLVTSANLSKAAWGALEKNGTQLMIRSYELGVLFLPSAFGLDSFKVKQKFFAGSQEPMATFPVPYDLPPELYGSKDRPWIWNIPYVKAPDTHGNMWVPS
#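 Enzyme-compound mixtures sat 15 min at room temperature, followed by a 5 min reaction with 15 nM final substrate and 10 min with AlphaScreen beads. Recombinant human Tdp1 was used at 1 nM final.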
# FEN1 inh – human FEN1 inhibition; Recombinant FEN1 flap cleavage, fluorescence, 15 min; actives 0.35% (n = 390,000); P39748; Potency, µM (highest dose often 114 µM), inactives show top-dose activity change, negative = inhibition, hits mostly inhibitors; AID 588795; note: nearly all actives have a fitted effect of over 65% in size
# Target sequence (P39748 whole entry, looked up): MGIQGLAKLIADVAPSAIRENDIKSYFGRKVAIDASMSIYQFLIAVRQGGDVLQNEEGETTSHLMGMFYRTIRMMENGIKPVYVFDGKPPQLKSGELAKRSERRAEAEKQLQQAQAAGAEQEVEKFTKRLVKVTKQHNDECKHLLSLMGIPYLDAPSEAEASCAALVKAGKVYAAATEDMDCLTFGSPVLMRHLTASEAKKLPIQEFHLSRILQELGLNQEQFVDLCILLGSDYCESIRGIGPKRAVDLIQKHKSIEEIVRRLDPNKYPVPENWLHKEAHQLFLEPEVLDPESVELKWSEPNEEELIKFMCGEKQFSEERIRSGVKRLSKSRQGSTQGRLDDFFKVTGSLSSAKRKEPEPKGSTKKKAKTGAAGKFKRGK
#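 Potency values derive from four-parameter Hill fits of normalized qHTS data. The reaction used 10 nM FEN1 preincubated 15 min at room temperature with compound, then 50 nM DNA substrate, read at 0 and 15 min.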
# Numbers without * were called inactive; ? = inconclusive; . = no result given; & = joins results of further samples; [ ] = dose if it differs, or a comment. Calls come from the whole dose curve; as a rule, active = well fitted curve in the direction sought with a large enough effect; inconclusive = small, poorly fitted or top-dose-only effect, or another doubt; inactive = no such curve, though single readings can be large; an effect the other way counts as inactive or inconclusive. Unless noted, % is set by controls: 0 for no effect and ±100 for the full control effect; potency is the fitted concentration of half-maximal effect.
# Value order: FEN1 inh | TDP1 block | N370S GC mod
Cc1nc2sc(C(c3cccs3)N3CCN(c4ccccc4)CC3)c(O)n2n1 (stereo not drawn)
  -1% | 1% | 5%
Cc1ccc(N2C(=O)C3C4CC(=O)C(c5ccccc54)C3C2=O)cc1 (stereo not drawn)
  -1% | 4% | -24%
CCOC(=O)/C(C#N)=C/c1ccc(-c2ccc(Br)cc2)o1
  11% | -2%[12.3 µM] | .
Cc1cccc(NC(=O)Cn2c(O)c(N=NC(=O)c3ccncc3)c3ccccc32)c1
  -3% | 3% | -3%
CSc1nc(-c2ccc(F)cc2)cc(=O)[nH]1
  -2% | 5% | -14%
Nc1nc(CSc2ccccn2)nc(Nc2ccccc2)n1
  -7% | 7% | -9%
CCC(CO)NCc1ccc(OC2CCCC2)cc1 (stereo not drawn)
  54%[activator] | 2% | 10%
O=C(OCC(=O)c1ccccc1Cl)C1=NN(c2ccccc2)C(=O)CC1
  2% | 3% | .
COc1cccc(N(CC(=O)N2CCCCCC2)S(C)(=O)=O)c1
  -14% | 1% | 4%
CC1CN(c2nc(Nc3ccccc3)nc(N)c2[N+](=O)[O-])CC(C)O1 (stereo not drawn)
  -21% | 11% | -12%
CC(C)C(=O)N1CCN(c2ccccc2NC(=O)c2ccc([N+](=O)[O-])o2)CC1
  -4% | . | -7%
CCOc1cc(N2CCOCC2)c(OCC)cc1NC(=O)C1CCCC1
  2% | 6% | 1%
CCC(C(=O)Nc1cccc(Cl)c1C)n1nc(-c2ccc(C)cc2)ccc1=O (stereo not drawn)
  -35% | 0% | .
Cc1nc2scc(-c3ccco3)c2c(=O)n1/N=C/N(C)C
  -4% | -5% | -1%
Cc1ccc2nc(-c3cccc(NC(=O)c4ccc5c(c4)OCCO5)c3)oc2c1
  -5% | 1% | 8%
COc1ccc(C(=O)N/C(=C/c2cccc3ccccc23)C(=O)NCCc2c[nH]c3ccccc23)cc1OC
  5% | 9% | -6%
COc1ccc(CN2C(=O)CCCc3ccccc32)cc1
  3% | 2% | 17%
CCNCCC(=O)N1c2ccccc2Sc2ccc(C(F)(F)F)cc21
  1% | . | -17%
O=C1CC(c2ccc(F)cc2)C(n2cncn2)C(O)=C1C1NCCc2ccccc21 (stereo not drawn)
  -6% | -7% | -11%
CCC(CC)C(=O)Nc1cccc(C(=O)Nc2ccc(OC)cc2[N+](=O)[O-])c1
  -7% | -4% | -16%
COc1ccc(-c2c(C)nn3c(-c4ccccc4)cc(-c4ccccc4)nc23)cc1
  14% | 5% | .
O=C(NN1C(=O)c2ccccc2NC1c1ccccn1)c1ccccc1 (stereo not drawn)
  0% | -1% | 13%
CCOC(=O)c1[nH]c2c(c1-c1ccccc1)C(=O)CC(c1ccc(Cl)cc1)C2 (stereo not drawn)
  13% | -5% | 11%
O=Cc1ccc(OCc2nnc(-c3ccccc3Br)o2)cc1
  -12% | 3%[0.0935 µM] | -3%
Cc1nc(Nc2nc3ccccc3o2)nc(C)c1C(=O)Nc1ccc(F)cc1
  -9% | 1% | -2%
CC(C)c1ccc(NC(=O)C2C3C=CC4(CN(CCCN5CCOCC5)C(=O)C24)O3)cc1 (stereo not drawn)
  -4% | 1% | 0%
CCOC(=O)c1c(CC(C)C)csc1/N=C/C1C(=O)CC(C)(C)CC1=O
  -7% | 5% | -1%
Cc1ccc(C)c(OCC(=O)N2CCOCC2)c1
  8% | 5% | 1%
COc1cc(C(C(=O)NC(C)(C)C)N(C(=O)CNC(=O)c2cccs2)c2cccnc2)cc(OC)c1OC (stereo not drawn)
  0% | -16% | -13%
Nc1nc(SCC(=O)Nc2ccc(Cl)c(S(=O)(=O)N3CCOCC3)c2)n[nH]1
  -13% | 0% | -23%

# Results in FEN1 inh and N370S GC mod, for some of the entries so far:
Compound,FEN1 inh,N370S GC mod
CCC(C(=O)Nc1cccc(Cl)c1C)n1nc(-c2ccc(C)cc2)ccc1=O (stereo not drawn),-35%,.
Cc1nc2scc(-c3ccco3)c2c(=O)n1/N=C/N(C)C,-4%,-1%
Cc1ccc2nc(-c3cccc(NC(=O)c4ccc5c(c4)OCCO5)c3)oc2c1,-5%,8%
COc1ccc(C(=O)N/C(=C/c2cccc3ccccc23)C(=O)NCCc2c[nH]c3ccccc23)cc1OC,5%,-6%
COc1ccc(CN2C(=O)CCCc3ccccc32)cc1,3%,17%

# Remaining list, next part
# Value order: FEN1 inh | TDP1 block | N370S GC mod
CCCCCc1cc(=O)oc2c(C(CCN3CCCC(C)C3)c3ccc4c(c3)OCO4)c(OC)cc(OC)c12 (stereo not drawn)
  ? | . | -2%
Cc1cccc(C)c1NCc1n[nH]c(=S)n1-c1ccccc1
  7% | -2% | 6%
COc1ccc(C(=O)OCCN2C(=O)c3ccccc3C2=O)cc1
  8% | -1% | 10%
COc1cccc(C(=O)NC2CC3CCCC(C2)N3S(=O)(=O)c2ccccc2)c1 (stereo not drawn)
  -9% | 2% | 2%
COc1ccc(C(C(=O)NCC2CCCO2)N(C(=O)CNC(=O)c2ccco2)c2ccccc2)cc1OC (stereo not drawn)
  -3% | 6% | 1%
Cc1ccc(/C(=N/Nc2ncnc3ccccc23)C(=O)O)cc1
  -8% | 3% | -3%
COc1ccc(C=C2C=C(C(C)(C)C)C(=O)C(C(C)(C)C)=C2)cc1OC
  -15% | . | -1%
O=C(Oc1ccccc1N1CCOCC1)c1ccccc1
  0% | . | 2%
Cn1cccc1/C=N/NC(=O)c1ccc[n+]([O-])c1
  5% | 2% | -9%
CNC[C@@H](Cc1ccccc1)NC[C@@H](CC1CCCCC1)NCCCc1ccccc1
  -15% | . | -30%
Cc1cc(C)c2c(CC(=O)Nc3ccc(S(=O)(=O)N4CCCCC4)cc3)coc2c1
  -4% | -2% | .
Cc1nn(C)c(C(=O)NC(=S)Nc2ccccc2O)c1Cl
  -6% | 5% | -4%
COc1ccc(C(=O)NC2CCN(C(=S)NCCc3ccccc3)CC2)cc1
  -2% | -7% | 2%
COc1cccc(NC(=O)c2nnn(Cc3ccc(OC)c(Br)c3)c2N)c1
  -17% | 8% | .
CC(C)n1ncc2c(C(=O)Nc3cccc(C#N)c3)cc(C3CC3)nc21
  ? | 1% | .
O=C1CCCN1CCCNc1ncccc1[N+](=O)[O-]
  -10% | 4% | -27%
CCN(CC)S(=O)(=O)c1cccc(C(=O)N/N=C2\CC(=O)CC(C)(C)C2)c1
  -6% | 5% | ?
CCOc1ccc(N(CC(=O)Nc2ccccc2CC)S(=O)(=O)c2c(C)[nH]c(=O)[nH]c2=O)cc1
  -5% | 7% | .
O=C(CSCc1ccc([N+](=O)[O-])cc1)Nc1cccc(C(=O)Nc2ccccc2C(=O)O)c1
  -1% | 6% | 5%
O=C(CCC1CCCCC1)NCCN1C2=NC[C@@H](Cc3ccccc3)N2C[C@H]1Cc1ccc(O)cc1
  3% | 1% | -25%
Cc1onc(-c2ccccc2Cl)c1C(N)=O
  -3% | -5% | 6%
Fc1ccccc1NC(=S)N(CCCN1CCOCC1)Cc1cccnc1
  -11% | -1% | 2%
CC(C)(CNCc1ccccc1)NS(=O)(=O)c1ccc(Cl)cc1
  2% | -4% | .
Cc1ccc2nc(SCC(=O)Nc3cccc(S(=O)(=O)NC4=NCCCCC4)c3)[nH]c2c1
  -11% | . | 7%
Cc1ccc(NC(=O)CNC2CCCCC2)cc1Cl
  15% | 4% | -1%
COc1cc(N)c(Cl)cc1C(=O)NC1CCN(Cc2ccccc2)CC1
  14% | -9%&5%[56.1 µM] | -6%
CC1(OC(=O)c2ccco2)C(=O)C=C2C=C(c3ccsc3)OC=C2C1=O (stereo not drawn)
  . | ? | 4%
CCC(=O)N1CCc2cc(Br)cc(S(=O)(=O)NCCN3CCCC3)c21
  -11% | . | -7%
CCN(Cc1ccccc1)C(=O)Nc1ccc2c(c1)N(C)C(=O)c1ccccc1S2
  -2% | 14% | .
Cc1ccc(C(=O)NNC2=NC(C)(C)Cc3ccccc32)cc1
  16% | . | 2%
N#C/C(=C/c1ccc(N2CCOCC2)o1)c1ccc(Br)cc1
  -13% | 8% | -5%
COc1ccc(F)cc1C(=O)C1CCCN(Cc2cnc(N3CCCC3)s2)C1 (stereo not drawn)
  2% | 3% | 0%
O=C(Nc1nc2ccsc2c(=O)s1)c1ccco1
  4% | . | -6%
COc1ccc([C@H]2CC(=O)C=C(c3cccc(NC(C)=O)c3)C2)cc1
  10% | 0% | .
O=C(Nc1cccc(F)c1)c1cc(S(=O)(=O)N2CCOCC2)cs1
  1% | -5% | 0%
O=C(C[n+]1ccccc1)N/N=C/c1c(F)cccc1Cl
  -11% | . | -4%
CCn1cc(C(=O)NCC2CCCO2)c(=O)c2cc(F)c(N3CCN(C)CC3)cc21 (stereo not drawn)
  -3% | -2% | -8%
CN(C)c1ccc(C(CNC(=O)c2ccccc2Cl)N2CCc3ccccc32)cc1 (stereo not drawn)
  -13% | 9% | .
CCCCOC(=O)c1ccc(Nc2nc3ccc(C(=O)c4ccccc4)cc3n3cnnc23)cc1
  -7% | 6% | .
O=[N+]([O-])c1cccc(C=Nc2cccc3ccccc23)c1O
  -16% | 3% | 4%
Fc1ccccc1Cc1noc(CN2CCCC(CN3CCOCC3)C2)n1 (stereo not drawn)
  17% | -3% | -25%
CC(C)c1c(C(=O)N/N=C/c2ccco2)nnn1-c1nonc1N
  -18% | 4% | -15%
COc1cccc(C(=O)O[C@H]2[C@H](C)NS(=O)(=O)[C@H]3C[C@@H]4C=C[C@]23O4)c1
  -11%&-15% | 3% | .
Cc1ccccc1-c1noc(-c2cc(C(C)C)[nH]n2)n1
  7% | 0% | .
CN(Cc1ccc(Cl)cc1)C(=O)c1ccc(S(=O)(=O)NCc2ccco2)cc1
  13% | 5% | .
CC(=O)c1cccc(N(CC(=O)NC2CCCCC2)C(=O)c2csnn2)c1
  0% | 5%[0.0935 µM] | 1%
O=C(/C=C/c1ccc(Cl)cc1Cl)N(Cc1ccccc1)C1CCS(=O)(=O)C1 (stereo not drawn)
  -11% | 3% | 9%
COc1cc(C(=O)NCC(c2ccco2)N2CCCC2)ccc1OCc1ccccc1 (stereo not drawn)
  -17% | 3% | .
COC(=O)C1=C(C(=O)OC)[C@@H]2Nc3ccccc3[C@@]23C[C@@H](C(=O)OC)N(S(=O)(=O)c2ccc(C(F)(F)F)cc2)C3=N1
  . | 17%[12.3 µM] | -1%[12.8 µM]
CCC1CCCCN1C(=S)NC(=O)c1ccc(F)c(S(=O)(=O)N2CCOCC2)c1 (stereo not drawn)
  4% | 4% | 0%
CCN1CCN(Cc2ccc(NC(=O)Nc3ccc(OC)cc3)cc2)CC1
  -7% | 3% | 1%
O=C1[C@H]2[C@H]3[C@H](O)[C@H](O)C/C(=N\OC[C@@H](O)COCc4ccco4)[C@@H]3CC[C@H]2C(=O)N1c1ccc(F)cc1F
  . | 3% | 12%
Cc1ccc(CNC(=O)C(Cc2ccccc2)NS(=O)(=O)c2cccs2)cc1 (stereo not drawn)
  9% | 3% | 18%
COc1ccc([C@H]2C(C(=O)O)=C[C@@H](C(C)(C)C)N2S(=O)(=O)c2ccccc2)cc1
  -9% | 1% | .
COC(=O)C1=CN(C2CC2)C=C(C(=O)OC)C1c1ccccc1OC
  0% | 2% | ?
CN1CCN(c2ccc([N+](=O)[O-])cc2C(=O)N2CCOCC2)CC1
  -9% | 6% | 1%
CCOC(=O)C1CCN(CC(O)COc2ccc(C(C)(C)CC)cc2)CC1 (stereo not drawn)
  6% | 0% | -15%
O=C(NCCc1ccc(Cl)cc1)c1ccc2c(c1)OCO2
  -10% | 1% | -17%
COc1ccccc1N1C(=O)S/C(=C\c2cccs2)C1=O
  5% | 7% | -7%
Cc1c(NC(=O)c2cc(=O)c3ccccc3o2)c(=O)n(-c2ccccc2)n1C
  20% | 2% | .

# Next structures follow.
# Value order: FEN1 inh | TDP1 block | N370S GC mod
C=CCN=C1NN=C(c2cc(C)n(CCOC)c2C)CS1
  0% | 5% | -18%
Cc1ccc(S(=O)(=O)N2[C@@H](c3ccccc3)C(C(=O)O)=CC[C@H]2c2cccs2)cc1
  18% | 2% | -6%
COc1cc2c(cc1OC)CN(C(=S)Nc1ccccc1)CC2
  7% | 1% | -12%
OCC1O[C@@H](OC2C(O)C(CO)O[C@@]2(CO)O[C@@H]2OC(CO)C(O)C(O)C2O)C(O)C(O)C1O (stereo partly drawn)
  . | 7% | 7%
Cc1ccc(-n2nc(C)c3c(C)cc(=O)[nH]c32)cc1
  -14% | 1% | 10%
COc1ccc(C)cc1S(=O)(=O)Nc1cccnc1
  -3% | 7% | 2%
CCOc1cc(/C=N/NC(=O)C(N)=O)cc(Br)c1O
  -2% | -11% | -7%
CS(=O)(=O)N1CCN(c2ccc(NC(=O)c3ccc(-c4ccc(Cl)cc4)o3)cc2)CC1
  0% | 4% | -5%

# 2 neighbouring entries from above:
# Value order: FEN1 inh | TDP1 block | N370S GC mod
CCOc1cc(/C=N/NC(=O)C(N)=O)cc(Br)c1O
  -2% | -11% | -7%
CS(=O)(=O)N1CCN(c2ccc(NC(=O)c3ccc(-c4ccc(Cl)cc4)o3)cc2)CC1
  0% | 4% | -5%

# This is a random part of the collection. About 0.53% of those tested had a hit in this group.
